Assay outcomes: PubChem BioAssay, Fisher Drug Discovery Resource Center
hcGAS inh: inhibitors of human cGAS; actives 0.081% (n = 290,000); inhibition, % at 12.5 µM; Q8N884; recombinant h-cGAS, ATP depletion, Kinase-Glo luminescence;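 further: 0% = vehicle reaction and 100% = reaction without DNA for no activity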
Target sequence (Q8N884 whole entry, looked up): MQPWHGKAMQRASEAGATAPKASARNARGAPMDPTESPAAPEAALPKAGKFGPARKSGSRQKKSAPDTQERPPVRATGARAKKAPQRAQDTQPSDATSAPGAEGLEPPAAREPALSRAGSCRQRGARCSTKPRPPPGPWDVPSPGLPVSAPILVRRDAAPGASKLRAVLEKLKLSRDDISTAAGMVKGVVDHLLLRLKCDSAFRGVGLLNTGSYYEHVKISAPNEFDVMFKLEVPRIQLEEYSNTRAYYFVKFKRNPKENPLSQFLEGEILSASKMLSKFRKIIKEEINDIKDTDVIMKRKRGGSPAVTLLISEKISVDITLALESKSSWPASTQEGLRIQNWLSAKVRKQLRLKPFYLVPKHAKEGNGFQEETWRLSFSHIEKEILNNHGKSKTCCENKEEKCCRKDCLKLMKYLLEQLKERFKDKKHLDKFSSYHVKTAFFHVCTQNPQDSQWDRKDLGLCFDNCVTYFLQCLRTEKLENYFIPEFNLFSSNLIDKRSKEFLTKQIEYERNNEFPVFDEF
NPYLR7 ag: activates Aedes aegypti NPYLR7 receptor; HEK293T NPYLR7/Galpha15, GCaMP6s calcium fluorescence; activation, % at 10 µM; actives 0.15% (n = 270,000); AID 1259423; in the data active means activation above about 40%;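 further: 0% = vehicle and 100% = reference agonist at the receptor; some compounds past the cut are filed as inactive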
mcGAS inh: inhibitors of mouse cGAS; Q8C6L5; recombinant cGAS, Kinase-Glo ATP depletion luminescence; inhibition, % at 12.5 µM; actives 0.15% (n = 160,000);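 further: 0% = negative control wells and 100% = reference inhibitor with no enzyme activity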
The depositor's hits bear a star; x = not tested or not shown; & = joins results of further samples. Unless noted, no stated cut-off is given here; in the data, active means inhibition above about 40%; inactive means the rest.

SMILES	hcGAS inh	NPYLR7 ag	mcGAS inh
CC(C)CCn1c(SC2CCOC2=O)nc2cc(Cl)ccc2c1=O (stereo not given)	-7	-4	x
FC(F)(F)C(OCc1nc(CCc2ccccc2)n[nH]1)c1ccccc1 (stereo not given)	-8	3	x
O=C(NCCN1CCCOC1=O)c1cnn2c1CCCC2	1	-3	x
Cc1cc(F)ccc1NC(=O)CCC1CCCN(C(=O)CCc2c(C)noc2C)C1 (stereo not given)	-8	7	x
CC(c1nc2ccccc2c(=O)[nH]1)N(C)Cc1cccs1 (stereo not given)	-9	4	-7
CCOC(=O)C(=O)N(C)c1ccc(-c2onc3c2CCC3)cc1	-1	9	-2
C=C(C)CNC(=S)NN=C(C)c1ccc(Cl)s1	-10	2	-7
C#CCNC(=O)C(C)N1Cc2c(OC)ccc(OC)c2C(O)C1 (stereo not given)	-3	0	x
CC1CN(S(=O)(=O)N(C)CC23CC4CC(CC(C4)C2)C3)CC(C)O1 (stereo not given)	-15	-8	x
O=C(c1cccc(F)c1)N1CCN(C(C(=O)N2CCOCC2)C2CCCC2)CC1 (stereo not given)	1	-4	x
Cc1cccc2[nH]c(CCNC(=O)C(C)n3cc(Cl)cn3)nc12 (stereo not given)	-9	4	-15
CCOC(=O)c1cc(-c2cccc(NC(=O)C3CCCCC3)c2)n(-c2ccccc2OC)n1	-3	26	-6
COc1cc(CN2C(=O)C(C)ON=C2C2CC2)cc(OC)c1 (stereo not given)	-3	8	x
CCOC(=O)c1cnc(-c2cccnc2)nc1NCCCn1ccnc1	-3	-1	-5
Cc1c(Cl)ccc2sc(N(CCN3CCOCC3)C(=O)c3ccnn3C)nc12	-9	x	-7
N#CCc1ccc(NC(=O)c2cc3ccccc3oc2=O)cc1	-1	30	x
COc1ccc(N2CC(NC(=O)NCc3ccc4[nH]c(C)cc4c3)CC2=O)cc1OC (stereo not given)	-6	-5	-8
O=C1NC2(CCN(Cc3ccsc3)CC2)Nc2cc(Cl)ccc21	0	1	-3
Cc1cccc(C)c1OCCCN(C)C(=O)c1ccc2nccn2c1	2	-3	-11
COc1ccc(C(=O)N2CCN(C(=O)c3ccc4nc(C5CC5)oc4c3)CC2)cc1	-9	2	x
COC1CCC12CCN(C(=O)NC(C)(C)C)CC2 (stereo not given)	-4	x	0
CC(C)(C)NC(=O)Cn1nnc(-c2ccccc2)n1	-7	8	-5
O=C(c1nc2sccn2c1CN1CCC(c2ccccc2Cl)C1)N1CCCCC1 (stereo not given)	-4	5	-15
c1ccc(-c2cccc(-c3cc(Nc4ccc(N5CCOCC5)cc4)ncn3)c2)cc1	-6	1	x
c1cncc(Cn2cccc2)c1	-6	9	-9
Additional structures follow.
SMILES	hcGAS inh	NPYLR7 ag	mcGAS inh
CCOC(=O)C(CC)Sc1ccc2nnc(CCNS(=O)(=O)c3ccc(C)cc3)n2n1 (stereo not given)	-2	-16	-6
CCCC(O)CN(CCOC)Cc1ccsc1 (stereo not given)	3	2	0
COc1ccc(Cl)cc1N1C(=O)C2C3C=CC(C3)C2C1=O (stereo not given)	-6	-11	-6
COc1ccc2n[nH]c(CN(C)Cc3nc(-c4cccnc4)no3)c2c1	-5	3	-17
COc1ccc(C(CC(=O)NCc2ccncc2)c2ccccc2)cc1 (stereo not given)	-7	4	x
Cc1ccccc1-n1c(-c2ccc(Cl)cc2)cc(C(=O)N2CCN(C(=O)c3ccco3)CC2)c1C	-8	-1	-5
COc1ccc(CCN(Cc2ccc(C)o2)C(=O)CN(C(=O)C2CCC2)C2CCCCC2)cc1OC	-5	9	-5
CCC1CCc2ccccc2N1C(=O)c1ccc2nnc(C)n2c1 (stereo not given)	2	-3	x
Cc1cccc(COC(CN2CCN(S(=O)(=O)c3c(F)cccc3F)CC2)c2ccc(Cl)cc2)c1 (stereo not given)	1	23	-4
Cc1ccc(CSc2n[nH]c(=O)c3cc(-c4ccco4)nn23)cc1	1	x	-8
NS(=O)(=O)c1cnccc1N1CCCC1	-4	2	x
COc1ccc(-c2ccnc(SCc3ccc(C(=O)N4C5CCC4CC(Oc4cccc(C#N)c4)C5)cc3)n2)cc1 (stereo not given)	1	-9	1
CCN(CCO)CCCC(C)Nc1ccnc2cc(Cl)ccc12 (stereo not given)	-4&-1	14&-8	x
COc1ccc(C(=O)N2CCCC(OCc3cc(F)cc(F)c3)C2)cc1 (stereo not given)	-7	-10	-6
O=C(Nc1cccc(S(=O)(=O)C(F)F)c1)N1CCSCC1	-6	5	x
CCCCCNC(=O)c1cc(-c2ccc(F)cc2)nc2cc(C(C)(C)C)nn12	-4	6	-10
Cc1ccccc1OCC(=O)N1CCC2(CN(C)C(=O)O2)C1 (stereo not given)	3	9	-9
CO[C@H]1CN(Cc2cc(-c3ccccn3)ccc2OCC(=O)O)CC[C@H]1N	-7	0	x
CCn1cc(C(=O)N2CCN(CCOC)CC2)c2nn(-c3ccccc3)c(=O)c-2c1	-6	-4	-7
CCOC(=NCCN(C)C)NC(=O)c1cccc(C(F)(F)F)c1	-3	19	-5
CCOC(=O)C1CCN(CC(=O)N2N=C(c3ccc(C)c(C)c3)CC2c2ccc(OC)cc2OC)CC1 (stereo not given)	-5	12	-6
CC(=O)N(CCN(C)C)Cc1csc(COc2ccc(Cl)cc2)n1	-5	-2	-7
CCOC(=O)c1sc2ncc([N+](=O)[O-])cc2c1N	-5	-7	-7
Cc1ccc(S(=O)(=O)N2CCSC2)cc1	1	6	x
CCCCOc1ccc(C2C3=C(CC(C)(C)CC3=O)OC(=N)C2C#N)cc1OC (stereo not given)	-7	-8	-4

Ordered by molecular weight (falling): some entries from above.
SMILES	hcGAS inh	NPYLR7 ag	mcGAS inh
CCOC(=O)C(CC)Sc1ccc2nnc(CCNS(=O)(=O)c3ccc(C)cc3)n2n1 (stereo not given)	-2	-16	-6
CCCCCNC(=O)c1cc(-c2ccc(F)cc2)nc2cc(C(C)(C)C)nn12	-4	6	-10
CCN(CCO)CCCC(C)Nc1ccnc2cc(Cl)ccc12 (stereo not given)	-4&-1	14&-8	x
Cc1ccc(S(=O)(=O)N2CCSC2)cc1	1	6	x

(continued)
SMILES	hcGAS inh	NPYLR7 ag	mcGAS inh
CC(C)N1CCc2c(sc(NC(=O)c3ccc([N+](=O)[O-])o3)c2-c2nc3ccccc3s2)C1	-3	-3	-6
Cc1noc(-c2ccccc2Cl)c1C(=O)N1CCC(Cc2ccc3c(c2)OCO3)CC1	-8	0	-8
Cc1cc(C)cc(C(=O)NCC(=O)N2CCN(Cc3ccc(Br)s3)CC2)c1	-4	-4	-8
CCN1CCN(c2c(CN(CCOC)C(=O)COc3ccccc3)c(C)nn2-c2cccc(F)c2)CC1	-9	-4	-6
CS(=O)(=O)Cc1nc2ccccc2n1Cc1ccc(F)cc1C#N	-7	11	x
Cc1cc(C(=O)N=c2sc3cc(C(C)C)ccc3n2C)no1	-6	11	x
COc1ccc(CCNC(=O)c2ccc(-c3cc(-c4ccc(Cl)cc4)[nH]n3)cc2)cc1	-2	19	-6
CCn1ccc(C(=O)N(Cc2sccc2C)CC(C)C)n1	-1	-7	x
COc1cc(NC(=O)c2ccccc2)c(OC)cc1NC(=O)CN1CCc2ccccc2C1	-9	-6	-3
Cc1occc1C(=O)N(CCC(=O)NCCC(C)C)C1CC1	-9	4	x
Cc1noc(CN(C)C(=O)CSc2ccncc2)n1	-9	x	-12
O=C(/C=C/c1ccco1)N1CC[C@@H](N2CCN(c3ccccc3F)CC2)[C@H](O)C1	-6	13	x
C#CCOc1ccc(CCNC(=O)c2cc(C)on2)cc1	-1	18	-2
CSc1ccc(C2C(C#N)=C(C)N=C(C)C2C#N)cc1 (stereo not given)	-1	1	-4
CCN(CC)S(=O)(=O)N1CCC(=Cc2cccc(F)c2)CC1	-7	7	x
COc1ccc2c(C(F)(F)F)cc(=O)oc2c1	11	-7	x
CC(=O)c1cccc(NC(=O)C(C)Sc2nnc(-c3ccc(Br)cc3)o2)c1 (stereo not given)	11	-3	x
CCCCOc1ccc(S(=O)(=O)NC(=O)C2(C)CCN2C(=O)Cc2cccs2)cc1 (stereo not given)	-2	-2	-3
COc1ccc(C(=O)NC(Cc2ccccc2)C(=O)Nc2nnc(-c3cccc(Cl)c3)s2)cc1 (stereo not given)	-10	-1	-5
O=C(c1cc2ccccc2oc1=O)N1CCCC1	-8	2	-1
Nc1nc(-c2cccc(C(F)(F)F)c2)cc(=O)[nH]1	-4	3	-4
CCOc1ccc(-c2cc(=O)n(CC(=O)N(Cc3ccccc3)c3ccccc3)cn2)cc1	-7	13	x
CCc1ccc(C(=O)N2CCN(c3cc(Oc4ccc(C)cc4OC)ncn3)CC2)cc1	-6	5	-4
NCC1CCN(Cc2cnc(NCc3ccccc3)nc2)C1 (stereo not given)	-2	1	-17
COc1ccc(/C=C2/SC(=S)N(CC(=O)O)C2=O)cc1[N+](=O)[O-]	-4	11	-2
Later entries:
SMILES	hcGAS inh	NPYLR7 ag	mcGAS inh
Cc1nc2nc(N)nn2c(C)c1CCC(=O)Nc1nc(-c2ccccc2)cs1	4	0	-6
Cc1cc(C)n(C(=O)c2cc(-c3ccc(C(C)C)cc3)nc3ccccc23)n1	-7	5	-5
COc1ccc(CCNCC(=O)Nc2cccc(C)c2C)cc1	-2	-2	x
OC1CCN(c2ccnc(-c3ccc(-c4ccn[nH]4)cc3)n2)CC1	0	-5	x
O=C(COCc1ccccc1)N1CCC(c2nc(-c3ccccc3F)no2)CC1	-5	0	-7
CC(N(C)C(=O)/C=C/c1ccc2ccc(Cl)cc2n1)C(C)(C)C (stereo not given)	-4	5	x
CC(C)C(O)(C#CCN1CCOCC1)C(C)C	1	2	-2
CCOC(=O)C1C(=O)C=C(c2ccc(OC)c(OC)c2)CC1c1ccccc1C (stereo not given)	-6	11	-4
Cc1ccc2cc(NC(=O)C3(C)CCCN(C)C3)ccc2n1 (stereo not given)	-19	0	x
COc1cc(-c2cc(C(=O)NCc3ccccn3)c3ccccc3n2)cc(OC)c1OC	-5	4	-6
Cc1cccnc1C(NC(=O)C1CCN(CCc2ccc(F)cc2)CC1)c1ccc(Cl)cc1 (stereo not given)	-7	19	-4
CCn1c(C2CCN(Cc3ccc4cc(F)ccc4n3)CC2)nn(C)c1=O	0	2	x
O=C(c1cc2nc(-c3ccccc3)cc(C(F)(F)F)n2n1)N1CCCc2ccccc21	-5	-6	-5
O=C(CSc1nnnn1C1CCCC1)N1CCNC1=O	0	7	x
Cn1cc(C(=O)Nc2ccc(Cl)cc2)c(-c2ccc3c(c2)OCCCO3)n1	-12	4	x
CC1=CC(C)C2(CO)COC(c3ccc4c(c3)OCO4)C1C2C (stereo not given)	-12	0	x
O=C(CCN1C(=O)c2ccccc2C1=O)NCc1ccco1	2	-1	-2
CC(=O)C(C)n1c(=O)c2c(nc3n2CCCCN3c2ccc(Oc3ccccc3)cc2)n(C)c1=O (stereo not given)	-6	7	-8
O=C(Nc1ccccn1)c1cnn2c1NC(c1ccco1)CC2C(F)(F)F (stereo not given)	-9	1	-6
COCCCN(CC(=O)N(CCc1ccc(OC)c(OC)c1)Cc1sccc1C)C(=O)c1ccc(F)cc1	-7	-4	-2
O=C(c1cc(-c2ccccc2)nc2cc(-c3ccccc3)nn12)N1CCN(c2ccccc2Cl)CC1	-8	13	-9
COc1cccc(C(=O)N(Cc2nccn2Cc2ccccc2C(F)(F)F)C2CCCCC2)c1	-1	0	-4
COCc1cc(CNC2CCCC(C)(C)C2)n[nH]1 (stereo not given)	-4	34	x
CC1CN(C)CCN1C(=O)c1ccc(-c2ccccn2)[nH]c1=O (stereo not given)	-4	4	-17
CCOC(=O)c1cnc(-c2ccc(C(F)(F)F)cc2)nc1NCCCn1ccnc1	-3	22	-4
(listing goes on)
SMILES	hcGAS inh	NPYLR7 ag	mcGAS inh
Cc1cccc(C)c1OCCCN(C)C(=O)c1c(C)nc2ncccn12	-9	10	x
Cc1ccccc1C(=O)N(CC(=O)N(CCc1c[nH]c2ccccc12)Cc1ccc(Cl)cc1)C1CC1	-6	x	-6
Cc1ccc2nc(COCC(=O)N3CC[C@@H]4CC[C@H](C3)N4C)[nH]c2c1	-4	1	-14
CC(=O)N1CCN(C(=O)CC2c3ccccc3CCc3ccccc32)CC1	-5	1	x
O=C(Nc1cccc(-c2nc3c(s2)CCCC3)c1)C1CC1	0	1	-4
CCc1[nH]nc(C(=O)N2CC(C)(C)[C@@](C)(O)C2)c1C	-9	x	-5
CC(C)OCCCNC(=O)Cc1cc(-c2cc3ccccc3o2)on1	0	5	-6
CCc1nc(C)c(C(=O)N(Cc2nccn2C)C2CC2)s1	-2	2	x
O=C(c1ccc2c(c1)CCO2)N1CCOC(COc2ccc(F)cc2)C1 (stereo not given)	-5	2	-8
CC(C)Oc1ccc(C(=O)Nc2c3c(nn2CC(=O)NCC2CCCO2)CSC3)cc1 (stereo not given)	4	-1	2

Compound profiles, as listed above. Order of values: hcGAS inh	NPYLR7 ag	mcGAS inh
`CC(=O)N1CCN(C(=O)CC2c3ccccc3CCc3ccccc32)CC1` across the screens: -5	1	x
`CC(C)OCCCNC(=O)Cc1cc(-c2cc3ccccc3o2)on1` across the screens: 0	5	-6
`Cc1ccccc1C(=O)N(CC(=O)N(CCc1c[nH]c2ccccc12)Cc1ccc(Cl)cc1)C1CC1` across the screens: -6	x	-6
`Cc1ccc2nc(COCC(=O)N3CC[C@@H]4CC[C@H](C3)N4C)[nH]c2c1` across the screens: -4	1	-14
`CCc1[nH]nc(C(=O)N2CC(C)(C)[C@@](C)(O)C2)c1C` across the screens: -9	x	-5
